Compound activity (PubChem)
SENP7 block = SENP7 protease inhibitors, primary screen, biochemical, luminescence, uHTS | recombinant SENP7, Z-RLRGG-aminoluciferin luminescence, 40 min | inhibition, % at 5 µM | actives 1.5% (n = 330,000) | Sentrin-specific protease 7 (Homo sapiens), Q9BQF6 | AID 434973, 2010;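 active = inhibition above about 50% at the single test dose, limit read from the data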;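 note: plate controls were DMSO with enzyme for no effect and no enzyme buffer wells for full effect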
PfGluPho inh = PfG6PD enzyme inhibitors, primary screen, biochemical, fluorescence intensity, uHTS | inhibition, % at 20 µM | actives 0.78% (n = 350,000) | glucose-6-phosphate dehydrogenase-6-phosphogluconolactonase (Plasmodium falciparum 3D7) | PfGluPho enzyme, NADPH resazurin-diaphorase fluorescence;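 active = inhibition reaching at least a set limit at 20 µM in the primary screen, cut at about 59% in these data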;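 note: 0% = DMSO wells with substrate and 100% = DMSO wells lacking glucose-6-phosphate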
Apaf-1 inh = inhibitors of human Apaf-1 apoptosome, primary screen, biochemical, DEVD-Rh110 fluorescence, uHTS; actives 0.71% (n = 330,000); Apoptotic protease-activating factor 1 (Homo sapiens), O14727; inhibition, % at 20 µM; AID 489030, 2010; reconstituted apoptosome caspase-3 activity; active = inhibition of at least 40% at 20 µM;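 note: plate controls were DMSO wells for no effect and DEVD-CHO caspase inhibitor wells for full effect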
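detection = Rh110 fluorescence intensity | test system = biochemical Apaf-1 apoptosome reconstitution | also added = cytochrome c and DEVD-Rh110 substrate | schedule = 30 min plus 50 min, RT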
SENP8 block-1 = SENP8 protease inhibitors, primary screen, biochemical, luminescence; Sentrin-specific protease 8 (Homo sapiens), Q96LD8; purified SENP8, Z-RLRGG-aminoluciferin cleavage; inhibition, % at 10 µM; actives 1.2% (n = 330,000); AID 2540, 2010; in the data active = inhibition above about 50%
Target sequence (Q96LD8 whole entry, looked up): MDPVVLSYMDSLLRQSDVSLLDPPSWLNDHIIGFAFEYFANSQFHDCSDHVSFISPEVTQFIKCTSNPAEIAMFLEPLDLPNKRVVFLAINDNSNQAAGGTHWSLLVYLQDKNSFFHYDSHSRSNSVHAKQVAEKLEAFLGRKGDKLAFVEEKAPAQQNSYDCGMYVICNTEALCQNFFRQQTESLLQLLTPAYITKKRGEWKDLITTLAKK
SENP8 block-2 = human SENP8 protease inhibitors, primary screen, biochemical, fluorescence, Nedd8 protein substrate, uHTS; inhibition, % at 20 µM; actives 0.64% (n = 360,000); AID 602440, 2012; recombinant SENP8; Sentrin-specific protease 8 (Homo sapiens), Q96LD8; in the data active = inhibition mostly above about 40%, no sharp cut-off; inactive = mostly below about 27%
HKDC1 inhibitor = HKDC1 hexokinase inhibitors, primary screen, biochemical, fluorescence, uHTS. AID 493160, 2011. recombinant HKDC1, G6PDH/diaphorase resazurin coupled fluorescence. actives 0.16% (n = 340,000). Q2TB90. inhibition, % at 20 µM;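 active = inhibition above about 35% when tested at 20 µM, limit read from the data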;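 note: plate controls were DMSO wells with enzyme for no effect and DMSO wells lacking enzyme for full effect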
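Assay system: recombinant HKDC1 hexokinase; detection: coupled resazurin fluorescence, excitation 525 nm, emission 613 nm; benchmarks: DMSO-plus-enzyme-mix negative control, buffer-substituted positive control; compound dosing: single 20 µM dose; schedule: 90 min at room temperature in dark; also added: glucose plus 1 mM ATP as hexokinase substrates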
SENP1 inh = human SENP1 catalytic domain inhibitors, primary screen, biochemical, FRET, uHTS | AID 624204, 2012 | actives 0.21% (n = 360,000) | recombinant SENP1 catalytic domain, CyPet-SUMO1-YPet FRET cleavage | inhibition, % at 10 µM;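 active = inhibition at least 30% at 10 µM, raw YFP signal under a set limit, fluorescence ratio 0.5 to 1.5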;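 note: 0% = enzyme with DMSO and 100% = no enzyme wells; some results filed as inactive read as strong as hits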
Target sequence (Q9P0U3 419-644 limits assumed): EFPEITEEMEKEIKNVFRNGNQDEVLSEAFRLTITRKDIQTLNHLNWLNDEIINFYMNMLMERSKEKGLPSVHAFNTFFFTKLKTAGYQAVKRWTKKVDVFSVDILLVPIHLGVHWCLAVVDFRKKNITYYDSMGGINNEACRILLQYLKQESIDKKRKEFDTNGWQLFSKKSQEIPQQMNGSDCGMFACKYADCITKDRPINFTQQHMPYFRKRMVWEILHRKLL
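Material – human SENP1 catalytic domain · Input – SENP1 enzyme, 20 pM final · Compound dosing – single concentration of 10 µM compound, 0.5% DMSO final · Timing – enzyme reaction for 50 min at room temperature, dark · Measured by – FRET fluorescence in CFP and YFP emission channels · Control set – no-enzyme wells low, DMSO-plus-enzyme wells high control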
SENP6 inh = SENP6 protease inhibitors, primary screen, biochemical, luminescence, uHTS | Sentrin-specific protease 6 (Homo sapiens), Q9GZR1 | Recombinant SENP6 catalytic domain, aminoluciferin luminescence | inhibition, % at 10 µM | actives 1.8% (n = 330,000);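 active = inhibition above about 50% at the single tested dose, limit read from the data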;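 note: plate controls were DMSO wells with enzyme for no effect and DMSO wells lacking enzyme for full effect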
Target sequence (Q9GZR1 628-1112 limits assumed): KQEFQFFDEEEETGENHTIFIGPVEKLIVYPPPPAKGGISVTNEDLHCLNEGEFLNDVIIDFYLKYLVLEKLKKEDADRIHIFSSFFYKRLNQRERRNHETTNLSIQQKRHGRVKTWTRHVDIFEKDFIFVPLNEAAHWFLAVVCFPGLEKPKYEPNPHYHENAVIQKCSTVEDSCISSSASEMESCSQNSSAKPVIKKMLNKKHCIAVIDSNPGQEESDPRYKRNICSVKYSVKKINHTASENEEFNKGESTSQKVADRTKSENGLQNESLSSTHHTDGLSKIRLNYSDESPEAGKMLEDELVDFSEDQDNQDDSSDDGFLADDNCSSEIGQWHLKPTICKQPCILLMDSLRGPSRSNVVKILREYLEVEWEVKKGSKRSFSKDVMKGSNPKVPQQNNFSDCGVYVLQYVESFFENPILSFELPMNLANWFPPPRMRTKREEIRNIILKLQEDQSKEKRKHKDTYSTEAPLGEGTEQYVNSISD
* marks the source's active call; other numbers are inactive results; · = no result given. Not a hit list; 3.6% or so of the library scored in one or more.

SMILES	SENP7 block	PfGluPho inh	Apaf-1 inh	SENP8 block-1	SENP8 block-2	HKDC1 inhibitor	SENP1 inh	SENP6 inh
COc1cccc2c(=O)n(CC(=O)Nc3ccccc3)ccc12	-1	3	14	-1	-75	-2	0	6
COc1ccc(-n2nc(C(=O)NCC(=O)N3CCC(C)CC3)c3ccccc3c2=O)c(OC)c1	-2	31	3	0	-24	-9	1	0
COCCN(C(=O)Cc1ccc(S(=O)(=O)N2CCOCC2)s1)c1c(N)n(CC(C)C)c(=O)[nH]c1=O	·	4	·	·	-24	5	9	·
CC(=O)N(CCN(C(C)=O)c1ccccc1)c1ccccc1	7	-2	18	3	-2	-2	0	-1
O=S(=O)(c1ccc(Cl)cc1)N1CCN(Cc2ccc(O)c3ncccc23)CC1	-3	6	24	-7	11	-35	-1	-6
Cc1ccccc1CN1CCN(c2nc3ccccc3s2)CC1	6	1	21	-15	9	-3	-1	-6
CC(C(=O)Nc1nccs1)N1C(=O)C2CC=CCC2C1=O (stereo not drawn)	-3	9	3	-1	4	-7	0	-16
CCOc1ccc(N2C(=O)c3ccccc3C2=O)cc1	1	-10	1	-5	23	-5	1	-6
CNc1ccc(Cl)nn1	3	-19	-3	-3	-36	-5	1	-4
CCn1cc(C(=O)Nc2ccccc2C(=O)OC)cn1	5	10	-10	2	-67	-6	-1	1
O=C(NCc1ccc(Cl)cc1)C1CCN(C(=O)c2ccco2)CC1	0	-10	-1	6	8	-4	3	-10
COc1ccc(C)cc1NC(=O)C(c1ccccc1)N1CCN(CC(=O)NC2CC2)CC1 (stereo not drawn)	7	-17	5	-1	3	3	1	-2
COc1ccc(N(CC(=O)N/N=C/c2ccc(-c3ccc([N+](=O)[O-])cc3)o2)S(=O)(=O)c2ccc(C)cc2)cc1Cl	-12	-5	22	2	-189	-13	-17	-1
CCN1CCCC1CN(Cc1cc2cc(C)cc(C)c2[nH]c1=O)C(=O)Nc1ccccc1OC (stereo not drawn)	-7	1	22	-5	·	3	·	-8
Cc1ccccc1NS(=O)(=O)c1ccc(C)c(C(N)=O)c1	2	8	-11	9	12	0	4	-6
COc1ccc(C(=O)Nc2cccc(C(=O)NCc3ccccc3)c2)cc1	0	7	-7	-20	2	0	4	-7
O=C(Cn1nnc(-c2ccc(F)cc2)n1)OCC(=O)c1ccccc1	-4	-9	3	-6	4	3	1	-13
O=C(Cc1cccc(NC(=O)C2CCCN(C(=O)C3CCC3)C2)c1)Nc1cccc(C(=O)N2CCCC2)c1 (stereo not drawn)	2	-4	-2	4	14	-6	2	-6
CC(NC(=O)CCCc1c[nH]c2ccccc12)c1ccc(F)cc1 (stereo not drawn)	-14	13	14	-4	-15	-4	3	-10
COc1ccc(N2CCN(C(=O)CCCn3c(=S)[nH]c4cc5c(cc4c3=O)OCO5)CC2)cc1	-7	13	19	-17	8	-1	-1	-7
Cc1ccc(Cn2ncc3c(NN)ncnc32)cc1	2	15	5	-5	22	-8	-1	-1
CCC(=O)Nc1nc(C)c(-c2csc(Nc3cccc(C(=O)O)c3)n2)s1	7	16	-9	-5	-226	-10	-17	6
CC1(C)Cc2c(cnn2-c2ccc(F)cc2)C(NC(=O)CCn2cncn2)C1 (stereo not drawn)	-11	8	7	-5	-8	-6	-2	-12
CCCc1[nH]nc2c1C(c1ccccc1OCC)C(C#N)=C(N)O2 (stereo not drawn)	-1	-22	12	1	-3	3	-2	2
Cc1c(NC(=S)NNC(=O)CCC(=O)O)c(=O)n(-c2ccccc2)n1C	-5	-12	-15	-7	27	0	-1	-2
Additional structures follow.
SMILES	SENP7 block	PfGluPho inh	Apaf-1 inh	SENP8 block-1	SENP8 block-2	HKDC1 inhibitor	SENP1 inh	SENP6 inh
N#CCSc1nnc(-c2ccc3c(c2)OCO3)o1	-8	24	5	-9	-4	-12	0	-9
Cc1ccc(-c2nc(C)sc2CC(=O)NCc2ccco2)cc1	·	21	·	·	-2	5	-4	·
CC(=O)Nc1ccc(S(=O)(=O)Nc2cc(C)cn(Cc3ccccc3)c2=O)cc1	0	-3	2	-7	4	1	-11	-6
CCc1ccc(C2=Nn3c(nnc3-c3cccs3)SC2)cc1	0	-3	40	3	17	9	0	2
COc1ccc(C(=O)/C=C2/C(=O)Nc3ccccc32)c(OC)c1	-7	21	6	-6	-14	2	-8	-14
CCO[C@@H]1OC(C(=O)N2CCCCCCC2)=C[C@H](c2cn(C(C)=O)c3ccccc23)[C@H]1CCCO	-9	3	13	-3	5	0	1	-10
CSc1[nH]c(=O)c(C(=O)O)cc1C#N	12	-24	3	-1	-44	-9	1	26
Cc1ccc(C)c(N2CCN(C(=O)CCn3c(=S)[nH]c4cc5c(cc4c3=O)OCO5)CC2)c1	-1	0	21	2	8	0	2	-4
Cc1ccc2nc(SCC(=O)NCc3ccc(F)cc3)nc(=O)n2c1	-4	4	-1	4	-219	-6	0	-15
Cc1oc2c(c(C)cc3oc(=O)c(CC(=O)N[C@@H](CC(C)C)C(=O)O)c(C)c32)c1C	4	-17	14	3	-286	1	0	-8
Cc1ccc(C(=O)CC(C(=O)O)n2cncn2)cc1 (stereo not drawn)	-1	-4	-13	0	5	-5	-1	11
CCCCOc1ccc(-c2ncc(C(=O)O)c(C)n2)cc1	88*	7	-1	80*	21	-5	2	86*
CCC(C)c1ccc(OCC(=O)Nc2ccc3[nH]c(=O)[nH]c3c2)cc1 (stereo not drawn)	4	-9	3	-3	12	-9	1	7
CCc1cccc(C)c1NC(=O)CCCN1C(=O)CN(C)C1=O	4	-10	-4	-4	8	4	0	-4
C[C@H](CO)N1C[C@H](C)[C@@H](CN(C)C(=O)NC2CCCCC2)Oc2c(NC(=O)C3CCCCC3)cccc2C1=O	1	6	-12	6	1	-4	0	10
CCN(CC)S(=O)(=O)c1ccc2c(c1)nc(CCC(=O)OCC(=O)Nc1cc(Cl)cc(Cl)c1)n2C	-3	-3	14	7	6	-2	2	15
CC(C)Sc1ccccc1C(=O)Nc1ccc2c(c1)n(C)c(=O)n2C	1	-7	2	-5	12	-7	-3	-13
COc1cc(C2c3c(c(C)c(C)oc3=O)Oc3c(C)c(C)oc(=O)c32)ccc1OS(=O)(=O)c1ccc(C)cc1	7	-5	5	-8	11	-1	-4	-4
CC(/C=N/NC(=O)CSc1nc(C)cc(C)n1)=C\c1ccccc1	12	0	13	5	7	-6	21	-1
COc1ccc(C(C(=O)NC2CCCCC2)N(Cc2cccs2)C(=O)Cc2c[nH]c3ccccc23)cc1 (stereo not drawn)	-4	2	24	-6	9	-7	1	-14
O=C(O/N=C\c1ccc(N2CCCCC2)c([N+](=O)[O-])c1)c1ccc(Cl)cc1Cl	-12	7	15	-19	49*	3	2	-12
Cc1cc2c(c(=O)o1)C(Cc1ccccc1)C(C#N)=C(N)O2 (stereo not drawn)	-3	-13	0	-10	-35	3	-12	-18
CC(Sc1nc2ccccc2s1)C(=O)Nc1nnc(C(C)C)s1 (stereo not drawn)	4	-17	3	1	12	-3	0	14
Cc1cc(NCCCn2ccnc2)n2ncc(-c3ccc(Cl)cc3)c2n1	-11	11	7	-16	-291	1	-1	-18
COc1ccc(C(=O)NCC(c2ccc(F)cc2)N2CCOCC2)cc1S(=O)(=O)N1CCCC1 (stereo not drawn)	8	-10	-4	-5	19	-4	-6	3
Going on with the list:
SMILES	SENP7 block	PfGluPho inh	Apaf-1 inh	SENP8 block-1	SENP8 block-2	HKDC1 inhibitor	SENP1 inh	SENP6 inh
CSc1nc(-c2cccs2)c(C#N)c(=O)[nH]1	-5	0	0	5	-125	3	-12	-2
Cc1ccc(CSC(Nc2ccc(F)cc2)=C(C#N)C#N)cc1	-4	-36	21	-2	13	15	1	-7
COc1ccc(NC(=O)CC2C(=O)Nc3ccccc3N2CC(=O)N2CCCC2)cc1 (stereo not drawn)	-2	9	-6	8	-142	3	-95	-7
COc1ccc(NC(=S)NC(=O)CC(C)C)c(OC)c1	9	-6	3	-3	13	-9	4	-25
COc1ccc(C2=NO[C@@H]3[C@@H]4C[C@@H]([C@H]5C(=O)N(c6ccc7c(c6)OCO7)C(=O)[C@@H]45)[C@H]23)cc1OC	5	10	-5	0	15	-7	-2	-2
Cc1ccc(N2NC(=O)/C(=C/c3ccc(-c4ccc(Cl)c(C(=O)O)c4)o3)C2=O)cc1	-2	-12	9	2	-30	-1	-109	-6
Cc1nnc(SCC(=O)NC(=O)NCc2ccco2)n1Cc1ccccc1	9	1	2	-6	9	-3	1	-18
COC(=O)CSc1nnc(-c2ccc(S(=O)(=O)N3CCCC3)cc2)o1	-2	-2	2	1	0	3	1	7
COC(=O)C/C=N/N=C1/NC(=O)/C(=C/C(=O)O)S1	0	-2	-18	14	4	7	-2	27
CCn1c(Cc2ccccc2)n[nH]c1=S	11	17	-9	-3	14	-8	0	15
O=C(COC(=O)COc1cccc(Br)c1)Nc1c(Cl)cccc1Cl	5	-17	4	5	18	4	5	14
COc1ccc(/C(O)=C2/C(=O)C(=O)N(CC3CCCO3)C2c2cccc(O)c2)cc1 (stereo not drawn)	0	-10	-2	2	-27	-5	-1	-3
O=C(Nc1cc(S(=O)(=O)N2CCOCC2)ccc1Cl)c1cc([N+](=O)[O-])ccc1Cl	-7	9	4	-13	5	-1	-1	-7
Cc1cc(C)cc(OCC(=O)O/N=C(\N)c2cccnc2)c1	·	-2	·	·	15	-2	2	·
COc1cccc(OCC(O)CN2CCN(c3ccc(Cl)cc3)CC2)c1 (stereo not drawn)	-8	0	8	4	18	-5	2	0
Cc1ccc2nc(SCC(=O)c3c(N)n(C)c(=O)n(C)c3=O)[nH]c2c1	7	12	-3	12	14	-1	-1	2
CCN(CC(=O)Nc1c(F)cccc1F)C(=O)CSCC(=O)Nc1cccc(C)c1	14	16	19	-6	6	-1	0	-6
C#CCOCCOCCOCCNc1nc(N2CCN(C(=O)CCCCCCCCCCNC(=O)[C@H](CCCCN)n3cc(CCO)nn3)CC2)nc(N2CCN(C(=O)CCCCCCCCCCNC(=O)[C@H](CCCCN)n3cc(CCCC(=O)O)nn3)CC2)n1	1	58	59*	-2	15	-12	-4	7
Cc1cc(NC(=O)c2cc(-c3cccc(OCC(C)C)c3)nc3ccccc23)no1	11	9	20	-7	-389	5	1	-12
Cc1cc(Br)ccc1NS(=O)(=O)c1c(C)[nH]c(=O)[nH]c1=O	1	-1	4	4	17	-2	1	18
NNC(=O)c1ccc(O)cc1O	-6	0	-9	-12	3	-7	2	-6

One compound at a time, from the list above:
`CSc1nc(-c2cccs2)c(C#N)c(=O)[nH]1` is listed as SENP7 block = -5; PfGluPho inh = 0; Apaf-1 inh = 0; SENP8 block-1 = 5; SENP8 block-2 = -125; HKDC1 inhibitor = 3; SENP1 inh = -12; SENP6 inh = -2
`O=C(COC(=O)COc1cccc(Br)c1)Nc1c(Cl)cccc1Cl` is listed as SENP7 block = 5; PfGluPho inh = -17; Apaf-1 inh = 4; SENP8 block-1 = 5; SENP8 block-2 = 18; HKDC1 inhibitor = 4; SENP1 inh = 5; SENP6 inh = 14
